IMP-1 inhibitor: IMP-1 metallo-beta-lactamase inhibitors, primary screen, biochemical, epi-absorbance readout, Pseudomonas aeruginosa enzyme. purified IMP-1, nitrocefin hydrolysis, epi-absorbance fluorescence. inhibition, % at 5.6 µM. 290,000 tested, 0.45% active. AID 1556, 2009;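 active = inhibition above the mean plus 3 SD of all compounds in the same screening run, cut at about 4.5% in these data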;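 note: 0% = IMP-1 with DMSO and 100% = DMSO wells lacking enzyme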
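System: purified IMP-1; amount: IMP-1 0.2 nM before substrate addition; compound: single dose, 5.6 µM; times: 25 °C, 15 min preincubation, 25 min reaction; signal: Epi-absorbance via hydrolysed-nitrocefin quenching of white-plate fluorescence, 480/530 nm, EDTA stop; benchmarks: DMSO with and without IMP-1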
IDE inh: human IDE inhibitors in live cells, primary screen, fluorescence polarization, HEK cells, FAbetaB substrate; 320,000 tested, 0.41% active; FAbetaB cleavage; AID 434962, 2010; inhibition, % at 5.59 µM;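 active = percent inhibition above the average of all tested compounds plus 3 SD, set per screening campaign, cut at about 16% in these data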;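 note: IDE supplied by intact live HEK cells; FP after avidin binding of uncleaved biotin substrate so inhibition keeps polarization high; 0% = DMSO wells and 100% = 60 µM reference IDE inhibitor Ii1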
pCIP destab: p/CIP-EGFP fusion destabilizers, primary screen, fluorescence, F442A cells; 16 h; decrease of EGFP signal, % at 10 µM; 290,000 tested, 0.01% active; AID 1984, 2009;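 active = EGFP signal decrease of at least 30% at 10 µM or well 3 SD below plate mean, unless failing retest; inactive = the rest, including hits failing retest or dose response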; note: some compounds called inactive have numbers as strong as hits; many of its hits are not listed in these tables
HCV NS3 hel inh: inhibitors of HCV NS3 helicase, primary screen, biochemical, Cy5 molecular beacon fluorescence. Hepatitis C virus NS3 helicase. NS3 helicase DNA unwinding. inhibition, % at 10.9 µM. 290,000 tested, 0.56% active. AID 1800, 2009;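 active = inhibition above the mean of all tested compounds plus 3 SD, set per campaign, cut at about 35% in these data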;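 note: 0% = DMSO wells and 100% = thioflavine S control wells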
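Material: hepatitis C virus NS3 helicase domain fragment enzyme; measured by: Cy5 fluorescence, 0 and 60 min reads; control set: DMSO and thioflavine S; incubation: 60 min unwinding reaction at 25 °C after ATP addition; read-out basis: % inhibition from 60/0 min fluorescence ratio, DMSO 0%, thioflavine S 100%; repeats: singlicate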
FID counter: compounds displacing fluorescent DNA intercalator, primary screen, artefact control for HCV NS3 helicase inhibitor project, biochemical, FID fluorescence. 290,000 tested, 0.17% active. AID 1845, 2009. DNA fluorescent intercalator displacement. inhibition, % at 7.9 µM; in the data active = inhibition above about 37%;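 note: 0% = vehicle and 100% = reference compound; higher means more ethidium bromide displaced from hairpin DNA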
IDE act: human IDE activators in live cells, primary screen, fluorescence polarization, HEK cells, FAbeta-B substrate | FAbeta-B cleavage; 0% vehicle, 100% cell-free pure enzyme wells | activation, % at 5.96 µM | 340,000 tested, 0.073% active | AID 493087, 2011;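 active = activation above the mean of all tested compounds plus 3 SD, set per screening campaign, cut at about 17% in these data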
UBC9 SUMO inh: inhibitors of in vitro SUMOylation cascade, primary screen, biochemical, HTRF, uHTS | HTRF SUMOylation assay, SAE1/SAE2 + UBC9 | 290,000 tested, 0.36% active | SUMO-conjugating enzyme UBC9 (Homo sapiens), P63279 | inhibition, % at 35 µM; in the data active = inhibition above about 50%, passing the limit was not always enough; note: strong numbers were not always called active
Target sequence (P63279 whole entry, looked up): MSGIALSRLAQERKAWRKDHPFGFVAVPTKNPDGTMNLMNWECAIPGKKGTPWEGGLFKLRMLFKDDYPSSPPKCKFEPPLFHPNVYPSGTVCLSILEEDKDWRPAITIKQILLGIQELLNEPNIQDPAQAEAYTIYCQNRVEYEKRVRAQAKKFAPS
PfM18AAP inh: PfM18AAP inhibitors, malaria aminopeptidase, primary screen, biochemical, QFRET, recombinant enzyme | 290,000 tested, 1.2% active | AID 1822, 2009 | inhibition, % at 7.35 µM | H-Glu-NHMec fluorogenic cleavage;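 active = inhibition above the campaign mean inhibition over all tested compounds plus 3 SD, cut at about 28% in these data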;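 note: 0% = plate median of test compound wells and 100% = 2 mM ZnCl2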
VIM-2 inh: VIM-2 metallo-beta-lactamase inhibitors, primary screen, biochemical, epi-absorbance readout, Pseudomonas aeruginosa enzyme | AID 1527, 2009 | 290,000 tested, 0.89% active | inhibition, % at 5.6 µM | purified VIM-2, nitrocefin hydrolysis, epi-absorbance fluorescence;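 active = inhibition above the mean of all tested compounds plus 3 SD, cutoff set per screening run, cut at about 7.5% in these data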;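 note: red hydrolysis product quenches plate fluorescence so inhibitors raise well fluorescence; 0% = enzyme with DMSO and 100% = DMSO without enzyme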
* = called active by the depositor.

How did COc1ccc(CC2(CCc3ccccn3)C(=O)NC(=O)N(c3ccccc3C)C2=O)cc1OC (stereo not given) do in these assays?
IMP-1 inhibitor: -3.5; IDE inh: -0.5; pCIP destab: -20.2; HCV NS3 hel inh: 1.1; FID counter: -14.8; IDE act: 2.1; UBC9 SUMO inh: 15.4; PfM18AAP inh: 2.3; VIM-2 inh: -1.2

What do the screens show for `CC[C@@]1(O)C(=O)OCc2c1cc1n(c2=O)Cc2cc3ccccc3nc2-1`?
IMP-1 inhibitor: -3.7; IDE inh: 6.4; pCIP destab: -18.8; HCV NS3 hel inh: 8.0; FID counter: -2.2; UBC9 SUMO inh: 49.2; PfM18AAP inh: 2.6; VIM-2 inh: -0.8

What do the screens show for `CCOC(=O)C1=C(N)Oc2c(c(=O)oc3ccccc23)C12C(=O)N(C)c1ccccc12` (stereo not given)?
IMP-1 inhibitor: -0.6; IDE inh: 2.4; pCIP destab: -4.1; HCV NS3 hel inh: 25.6; FID counter: -25.0; IDE act: 1.2; UBC9 SUMO inh: 24.6; PfM18AAP inh: 1.3; VIM-2 inh: -2.1

What do the screens show for `CC12CN3CN(C1)CC(C)(C3)C2=NO`?
IMP-1 inhibitor: -3.7; IDE inh: 2.5; pCIP destab: 0.5; HCV NS3 hel inh: -5.8; FID counter: -6.8; IDE act: 6.1; UBC9 SUMO inh: 4.2; PfM18AAP inh: 0.5; VIM-2 inh: -2.6

Results for COc1ccccc1CCNCc1cc2c(cc1[N+](=O)[O-])OCO2 ?
IMP-1 inhibitor: -2.8; IDE inh: -6.1; pCIP destab: -8.8; HCV NS3 hel inh: 6.7; FID counter: 5.2; IDE act: 5.2; UBC9 SUMO inh: -2.5; PfM18AAP inh: 10.8; VIM-2 inh: -4.2

Results for CC(CO)(CO)N=Cc1c(O)n(-c2cccc3ccccc23)c(=O)[nH]c1=O ?
IMP-1 inhibitor: -2.2; IDE inh: 2.1; pCIP destab: -9.3; HCV NS3 hel inh: 2.3; FID counter: -2.0; IDE act: 1.0; UBC9 SUMO inh: 5.8; PfM18AAP inh: -1.8; VIM-2 inh: -1.5

What do the screens show for `CCc1ccc2c(CN3CC=C(c4ccccc4)CC3)cc(=O)oc2c1`?
IMP-1 inhibitor: -3.0; IDE inh: 0.2; pCIP destab: -1.2; HCV NS3 hel inh: 9.5; FID counter: 0.4; IDE act: 1.9; UBC9 SUMO inh: 22.6; PfM18AAP inh: 3.8; VIM-2 inh: -5.9

Results for Cn1ccnc1P(=S)(c1nccn1C)N1CCOCC1 ?
IMP-1 inhibitor: -1.7; IDE inh: -2.6; pCIP destab: -3.5; HCV NS3 hel inh: 7.2; FID counter: 0.4; IDE act: 2.2; UBC9 SUMO inh: 13.7; PfM18AAP inh: 21.9; VIM-2 inh: 0.0

What do the screens show for `CN1CCN(c2nc3ccccc3o2)CC1`?
IMP-1 inhibitor: -0.5; IDE inh: -3.7; pCIP destab: -10.9; HCV NS3 hel inh: -17.5; FID counter: -0.3; IDE act: 8.1; UBC9 SUMO inh: 19.3; PfM18AAP inh: -10.5; VIM-2 inh: 0.3

How did CCC(=NC1CC1)c1c(O)n(-c2ccc(OC)cc2)c(=O)[nH]c1=O do in these assays?
IMP-1 inhibitor: -3.5; IDE inh: 5.0; pCIP destab: -14.3; HCV NS3 hel inh: 3.8; FID counter: -3.3; IDE act: 7.3; UBC9 SUMO inh: 3.9; PfM18AAP inh: -6.0; VIM-2 inh: -2.4

Results for Cc1ccc(OCCSC2=NN2c2cc(C)nc(N)n2)cc1 ?
IMP-1 inhibitor: -0.8; IDE inh: 7.3; pCIP destab: 11.0; HCV NS3 hel inh: -8.8; FID counter: -1.0; IDE act: 0.9; UBC9 SUMO inh: 2.9; PfM18AAP inh: -2.2; VIM-2 inh: -1.2

Results for Cc1ccsc1C(=O)C1CCCN(Cc2cccn2-c2ccccn2)C1 (stereo not given) ?
IMP-1 inhibitor: 2.8; IDE inh: -2.4; pCIP destab: -19.3; HCV NS3 hel inh: -13.5; FID counter: 9.3; IDE act: 0.3; UBC9 SUMO inh: 1.4; PfM18AAP inh: -0.8; VIM-2 inh: -2.7

Results for COc1ccc(C2NCc3ccc4c(c3-n3cccc32)OCO4)cc1OC (stereo not given) ?
IMP-1 inhibitor: -2.0; IDE inh: -3.1; pCIP destab: -7.0; HCV NS3 hel inh: -22.4; FID counter: 16.0; IDE act: -4.0; UBC9 SUMO inh: 21.7; PfM18AAP inh: -8.3; VIM-2 inh: -3.3

Results for CC(=NCCc1ccccc1)c1c(O)n(C)c(=O)n(C)c1=O ?
IMP-1 inhibitor: -1.1; IDE inh: 3.7; pCIP destab: 4.7; HCV NS3 hel inh: -2.8; FID counter: -9.2; IDE act: -3.3; UBC9 SUMO inh: 14.6; PfM18AAP inh: 5.3; VIM-2 inh: -1.6

Results for CN1C(=O)C(=Cc2ccccc2OCc2ccccc2Cl)C(=O)N(C)C1=O ?
IMP-1 inhibitor: -2.2; IDE inh: 2.7; pCIP destab: -9.4; HCV NS3 hel inh: 0.6; FID counter: -2.3; IDE act: 0.3; UBC9 SUMO inh: 7.2; PfM18AAP inh: 2.9; VIM-2 inh: 0.6

How did CN1C(=O)C(=Cc2cn(CC(=O)N3CCCC3)c3ccccc23)C(=O)N(C)C1=O do in these assays?
IMP-1 inhibitor: -7.3; IDE inh: 6.6; pCIP destab: 4.1; HCV NS3 hel inh: 1.2; FID counter: -9.6; IDE act: 4.4; UBC9 SUMO inh: 2.5; PfM18AAP inh: 7.1; VIM-2 inh: 0.5

Results for CC1CCC(C(C)C)C(OP(N)(=O)c2ccccc2)C1 (stereo not given) ?
IMP-1 inhibitor: -2.5; IDE inh: 3.4; pCIP destab: -7.1; HCV NS3 hel inh: -1.4; FID counter: -29.4; IDE act: 3.2; UBC9 SUMO inh: 36.1; PfM18AAP inh: 3.6; VIM-2 inh: -4.5

Results for COc1ccc(CN2CCN(C(=O)Cc3ccccc3)CC2)c(OC)c1 ?
IMP-1 inhibitor: 1.4; IDE inh: 0.7; pCIP destab: -6.3; HCV NS3 hel inh: -3.7; FID counter: 4.0; IDE act: 4.4; UBC9 SUMO inh: -3.2; PfM18AAP inh: 2.3; VIM-2 inh: -0.5

How did c1ccc(CNCCc2c[nH]c3ccccc23)cc1 do in these assays?
IMP-1 inhibitor: -2.1; IDE inh: 2.5; pCIP destab: -5.9; HCV NS3 hel inh: 8.4; FID counter: 5.7; IDE act: -0.6; UBC9 SUMO inh: 14.7; PfM18AAP inh: 8.3; VIM-2 inh: -0.5

What do the screens show for `Cc1ccc2nc3c(cc2c1)CC1(C(=O)N(C)C(=O)N(C)C1=O)C1COCCN31` (stereo not given)?
IMP-1 inhibitor: -1.1; IDE inh: -1.9; pCIP destab: -4.7; HCV NS3 hel inh: -1.8; FID counter: -18.0; IDE act: -2.4; UBC9 SUMO inh: 27.0; PfM18AAP inh: -15.3; VIM-2 inh: -0.1

What do the screens show for `CCCC(C)C1(CC)C(=O)NC(=Nc2ccc(F)cc2)NC1=O` (stereo not given)?
IMP-1 inhibitor: -2.2; IDE inh: 2.2; pCIP destab: 36.0; HCV NS3 hel inh: 1.6; FID counter: -1.8; IDE act: 3.1; UBC9 SUMO inh: -12.9; PfM18AAP inh: 3.3; VIM-2 inh: -6.2

How did O=c1c2ccccc2nc(-c2ccco2)n1-c1cccnc1 do in these assays?
IMP-1 inhibitor: -0.9; IDE inh: 2.7; pCIP destab: -8.7; HCV NS3 hel inh: -1.7; FID counter: -3.8; IDE act: -7.2; UBC9 SUMO inh: -0.1; PfM18AAP inh: -5.7; VIM-2 inh: -4.4

What do the screens show for `COc1ccc(N=Cc2c(O)n(CC3CCCO3)c(=O)[nH]c2=O)cc1` (stereo not given)?
IMP-1 inhibitor: -2.4; IDE inh: 0.2; pCIP destab: -6.2; HCV NS3 hel inh: 1.9; FID counter: -7.8; IDE act: -1.0; UBC9 SUMO inh: 13.0; PfM18AAP inh: 10.7; VIM-2 inh: -1.2

How did C[C@]12CC[C@H](O)C[C@@H]1CC[C@@H]1[C@@H]2CC[C@]2(C)C(=O)CC[C@@H]12 do in these assays?
IMP-1 inhibitor: -4.5; IDE inh: 9.1; pCIP destab: 1.3; HCV NS3 hel inh: 1.7; FID counter: -14.8; IDE act: -4.9; UBC9 SUMO inh: -3.2; PfM18AAP inh: 3.4; VIM-2 inh: -2.0

What do the screens show for `CCCCCCn1c(O)c(C=NCCCn2ccnc2)c(=O)[nH]c1=O`?
IMP-1 inhibitor: -3.5; IDE inh: -6.7; pCIP destab: -7.3; HCV NS3 hel inh: 2.4; FID counter: 6.0; IDE act: -1.0; UBC9 SUMO inh: -4.2; PfM18AAP inh: 6.1; VIM-2 inh: -2.3

Results for COc1ccccc1/C=C1/C(=N/O)C2CCN1CC2 ?
IMP-1 inhibitor: 0.1; IDE inh: 6.1; pCIP destab: -15.8; HCV NS3 hel inh: -0.9; FID counter: 0.7; IDE act: 0.9; UBC9 SUMO inh: 1.6; PfM18AAP inh: -7.4; VIM-2 inh: -1.6

Results for CCN(CC)CCOC(=O)C(O)(c1ccccc1)c1ccccc1 ?
IMP-1 inhibitor: 1.0; IDE inh: -0.1; pCIP destab: -2.1; HCV NS3 hel inh: 3.7; FID counter: 8.5; IDE act: 3.6; UBC9 SUMO inh: 12.3; PfM18AAP inh: -10.0; VIM-2 inh: 0.9

What do the screens show for `CCCCn1c(O)c(C=NCc2ccc3c(c2)OCO3)c(=O)[nH]c1=O`?
IMP-1 inhibitor: -2.6; IDE inh: 11.9; pCIP destab: -1.9; HCV NS3 hel inh: 9.5; FID counter: -23.2; IDE act: 2.2; UBC9 SUMO inh: -7.3; PfM18AAP inh: 4.8; VIM-2 inh: -5.1

How did Cc1cc(OCc2ccc([N+](=O)[O-])cc2)c2c3c(c(=O)oc2c1)CCCC3 do in these assays?
IMP-1 inhibitor: -0.9; IDE inh: -2.0; pCIP destab: -3.2; HCV NS3 hel inh: 0.7; FID counter: 3.3; IDE act: -1.6; UBC9 SUMO inh: 9.7; PfM18AAP inh: -4.1; VIM-2 inh: 0.0

Screening data as filed in PubChem.

The list is partial; rates above refer to the full screens.
